# Assay outcomes deposited in PubChem by several laboratories.
# TRPN1 ag = activates the zebrafish TRPN1 channel. HEK293 zebrafish TRPN1-YFP, Fluo-8 calcium fluorescence; 100% = response to 87 µM carbachol. AID 1424. activation, % at 3 µM. 0.18% of 220,000 active;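 active = activation above its plate's cutoff, the mean activation of test wells on that plate plus 3 SD, cut at about 19% in these data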;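 note: 0% = DMSO alone and 100% = 87 µM carbachol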
#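 System: zebrafish TRPN1-YFP in HEK293 cells / Dosing: 3 µM single point / Timing: dye loading 1 h at 37 °C, then 30 min room temperature / Signal: Fluo-8 calcium fluorescence, excitation 470-495 nm, emission 515-575 nm / Read-out basis: percent activation from peak over basal fluorescence ratio, control-normalized / Control set: high carbachol 87 µM, low DMSO alone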
# TRPML3 agonist = human mucolipin-3 channel agonism | activation, % at 3 µM | AID 1448 | HEK293 TRPML3-YFP, Fluo-8 calcium fluorescence; 100% = the carbachol control signal | Q8TDD5 | 0.29% of 220,000 active;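 active = activation above its plate's cutoff, the mean activation of the plate's test wells plus 3 SD, cut at about 12% in these data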;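 note: 0% = DMSO only wells and 100% = carbachol wells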
# Target sequence (Q8TDD5 whole entry, looked up): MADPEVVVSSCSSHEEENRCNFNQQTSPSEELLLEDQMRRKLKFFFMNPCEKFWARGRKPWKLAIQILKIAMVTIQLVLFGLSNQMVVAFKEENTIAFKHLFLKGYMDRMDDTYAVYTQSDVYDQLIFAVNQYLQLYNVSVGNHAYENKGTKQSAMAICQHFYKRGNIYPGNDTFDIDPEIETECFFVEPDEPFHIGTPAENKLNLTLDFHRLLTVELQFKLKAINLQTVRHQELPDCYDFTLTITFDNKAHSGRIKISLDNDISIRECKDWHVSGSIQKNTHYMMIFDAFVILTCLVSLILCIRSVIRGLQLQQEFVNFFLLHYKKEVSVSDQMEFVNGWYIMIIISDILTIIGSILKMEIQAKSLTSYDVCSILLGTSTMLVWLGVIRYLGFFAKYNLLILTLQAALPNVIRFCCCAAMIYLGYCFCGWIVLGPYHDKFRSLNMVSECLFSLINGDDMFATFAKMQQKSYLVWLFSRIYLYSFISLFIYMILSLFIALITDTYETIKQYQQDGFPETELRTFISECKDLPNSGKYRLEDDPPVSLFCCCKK
#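 Material: TRPML3-YFP stable HEK293 cells | Dosing: One concentration, 3 µM nominal, 0.3% DMSO | Timing: 125 s total fluorescence read per well | Technique: Fluo-8 calcium dye fluorescence, ex 470-495, em 515-575 nm | Measure: Percent activation from peak-to-basal fluorescence ratio, scaled between DMSO and carbachol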
# S1P4 antag = human S1P4 receptor antagonism; 0.26% of 220,000 active; S1P4-expressing cells, antagonist mode, reporter read-out; inhibition, % at 4.98 µM; in the data active = inhibition above about 29%;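 note: 0% = wells stimulated with agonist and 100% = vehicle wells without agonist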
# Target sequence (O95977 whole entry, looked up): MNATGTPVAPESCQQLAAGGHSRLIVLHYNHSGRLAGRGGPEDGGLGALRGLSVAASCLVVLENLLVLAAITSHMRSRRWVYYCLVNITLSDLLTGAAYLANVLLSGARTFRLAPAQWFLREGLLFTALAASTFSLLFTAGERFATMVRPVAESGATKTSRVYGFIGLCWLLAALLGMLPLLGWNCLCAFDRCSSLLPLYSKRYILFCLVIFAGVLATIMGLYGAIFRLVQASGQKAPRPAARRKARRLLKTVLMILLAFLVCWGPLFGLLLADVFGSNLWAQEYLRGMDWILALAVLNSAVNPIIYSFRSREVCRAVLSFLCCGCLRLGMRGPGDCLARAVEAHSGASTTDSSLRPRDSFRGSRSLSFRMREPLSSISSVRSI
# EP2 modulator = EP2 receptor (human) modulation; P43116; EP2-expressing cells, cAMP HTRF FRET, PGE2 co-stimulation; induction, % at 25 µM; 0.83% of 260,000 active; AID 940;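 active = compounds whose cAMP rise, as percent of the full-agonist control response, exceeds 60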;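 note: rat C6 glioma line stably carrying human EP2 under a CMV promoter; the protocol text gives 20 µM as final concentration; 100% = response of wells given 1 µM PGE2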
# S1P4 agonist = human S1P4 receptor agonism; O95977; S1P4-expressing cell line, agonist reporter assay; activation, % at 4.98 µM; 0.35% of 220,000 active; AID 1509; in the data active = activation above about 11%;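 note: 0% = DMSO vehicle and 100% = reference agonist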
# BaF3 parental = counter-screen for JAK2V617F inhibitors: parental Ba/F3 viability inhibitors; CellTiter-Glo ATP luminescence; inhibition, % at 5.6 µM; 1.1% of 220,000 active;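 active = inhibition above a per-campaign cutoff, the mean inhibition of all tested compounds plus 3 SD, cut at about 27% in these data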;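 note: 0% = DMSO wells and 100% = JAK Inhibitor I control wells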
# Ba/F3 V617F tox = lowers viability of Ba/F3 cells expressing EpoR and JAK2V617F; 1.1% of 220,000 active; ATP luminescence; inhibition, % at 5.6 µM;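 active = inhibition above the campaign mean plus 3 SD over all tested compounds, cut at about 24% in these data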;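 note: cytokine-independent growth of Ba/F3 cells driven by EpoR plus mutant JAK2; 0% = DMSO-treated cells and 100% = JAK inhibitor I control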
# PERK inhibitor = inhibitors of human PERK kinase; Q9NZJ5; CHO PERK-DD fusion, SEAP luminescence translation reporter; inhibition, % at 5.6 µM; 0.17% of 220,000 active; AID 1416;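 active = inhibition above the mean inhibition of all tested compounds plus 3 SD, set separately per screening campaign, cut at about 2.9% in these data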;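 note: PERK kinase domain activated by AP20187 dimerizer at 100 nM; 0% = DMSO with dimerizer and 100% = rapamycin at 8.4 µM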
# Calpain2 inh = inhibitors of pig calpain II | purified calpain II, fluorogenic peptide substrate, 30 min | inhibition, % at 16 µM | 0.37% of 220,000 active;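 active = inhibition above about 50%, limit read from the data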
# * hit, by the source's call; i = inactive; · = no result given. An unsorted share of the library; about 3.6% have a hit in one of these screens.
no.	mol	TRPN1 ag	TRPML3 agonist	S1P4 antag	EP2 modulator	S1P4 agonist	BaF3 parental	Ba/F3 V617F tox	PERK inhibitor	Calpain2 inh
1	Cc1cccc(Cc2nnc(CCC(=O)N3CCCCC3c3nccs3)o2)c1 (configuration not stated)	0.0	0.4	-9	1	0.3	0	-1	-0.2	-3
2	O=C(Cn1c(=O)n(CC2CCCO2)c(=O)c2ccccc21)N1CCN(c2ccccc2)CC1 (configuration not stated)	-0.2	0.0	-2	32	2.4	-3	-4	-1.6	-10
3	O=c1oc2c(-c3cccc(F)c3)cc(O)cc2s1	-0.1	0.4	3	-42	1.7	7	-3	1.5	3
4	COc1ccc2[nH]c(=O)c(CN(CC3CCCO3)C(=O)Nc3ccc(F)cc3)cc2c1 (configuration not stated)	1.0	0.6	-19	-45	0.8	3	4	-0.7	-80
5	Cc1cccc(-n2nc(C)c3c(C(=O)O)cc(-c4cccs4)nc32)c1	-3.4	-0.1	-11	-13	-0.6	2	-2	0.8	-132
6	Cc1ccc2cccc(NC(=O)C(F)(F)F)c2n1	0.9	0.1	-10	·	2.1	0	3	0.2	·
7	Cc1ccc(OCC(=O)NNC(=O)C2CCN(c3nccc(C)n3)CC2)cc1	-1.1	-0.2	-30	18	-1.3	-1	-1	0.5	-38
8	Cc1ccc(NC(=O)COc2ccc(C3SCCS3)cc2)cc1	1.1	0.3	-8	8	0.6	-1	-4	2.1	1
9	CC(/C=N/n1c(-c2ccccn2)n[nH]c1=S)=C\c1ccccc1	0.0	0.3	-4	16	2.8	0	0	-0.8	-21
10	COCCN=C1NN=C(c2cc(C)n(CC3CCCO3)c2C)CS1 (configuration not stated)	-1.0	-0.3	-2	-3	0.1	6	3	1.2	-33
11	COCCCN1C(=O)C(=O)/C(=C(/O)c2ccc(OC)cc2)C12C(=O)N(C)c1ccccc12 (configuration not stated)	2.6	1.0	-12	46	0.8	9	4	-0.1	39
12	CC(=O)N1CCN(S(=O)(=O)c2ccc(S(=O)(=O)NC3CC3)cc2)CC1	0.0	0.2	4	20	-0.1	3	-2	1.3	-45
13	CCSc1nnc(NC(=O)c2ccc(C)cc2)s1	0.3	0.6	-6	-10	0.5	6	3	-1.9	20
14	CCOC(=O)c1sc(N(Cc2ccccc2)C(=O)CSc2nnc(C3CC3)n2N)nc1C	-1.9	0.0	-29	-18	0.8	3	0	0.0	-13
15	CC1(C)Cc2ccccc2-c2nnc(-c3ccccn3)n21	2.0	1.1	-8	5	-1.8	7	-2	1.3	-21
16	CCOc1ccc(NC2OC(CO)C(O)C(O)C2O)c([N+](=O)[O-])c1 (configuration not stated)	-0.5	1.0	3	11	-0.8	-2	5	0.9	34
17	CCc1nc(OCc2ccccc2)c2sc3nc4c(cc3c2n1)COC(C)(C)C4	1.2	0.8	-2	19	-1.8	2	-3	0.2	-56
18	Cc1ccccc1N1CC(c2nc3ccccc3[nH]2)CC1=O (configuration not stated)	1.1	0.0	-26	-4	-1.6	5	-1	0.1	-43
19	O=C1CC(c2cccc([N+](=O)[O-])c2)c2ccc3ccccc3c2N1 (configuration not stated)	0.5	0.2	-14	22	0.4	12	4	-0.8	22
20	O=C(CC1NCCc2ccccc21)Nc1ccccc1Cl (configuration not stated)	0.5	0.3	-7	-15	-0.2	8	-1	-0.1	-8
21	O=C(C1=C[C@@H](c2csc3ccccc23)C[C@@H](OCCCCO)O1)N1CCN(Cc2ccc3c(c2)OCO3)CC1	0.3	0.2	0	-17	1.4	-4	4	0.3	-25
22	COc1ccc(CC(=O)N2N=C(c3ccncc3)CC2(O)C(F)(F)F)cc1 (configuration not stated)	1.6	0.6	-19	-2	-0.2	25	5	0.2	7
23	Cc1[nH]n(-c2ccccc2)c(=O)c1N=Nc1ccccc1C(=O)N1CCCCC1	0.6	0.1	-8	17	1.2	-2	17	1.6	20
24	CCOc1ccc(Cn2c3ccc(OC)cc3c3nc4ccccc4nc32)cc1OC	2.3	2.0	2	13	3.7	5	0	-0.3	-27
25	COc1c(Cl)cc(-c2noc(C)c2C(=O)NC(C)C)cc1Cl	-0.7	-0.2	-11	21	2.7	6	0	-0.4	-15
26	CCc1ccc(NC(=O)c2c(Cl)nc(C)c(Cl)c2C)cc1	0.3	0.3	-14	-42	1.4	8	-1	0.6	7
27	Cc1ccc(S(=O)(=O)CC(O)COc2ccc(F)cc2Cl)cc1 (configuration not stated)	-1.1	-0.3	-11	-22	1.2	3	1	-0.1	-4
28	COc1ccc2[nH]c(=O)c(CNC3CCCCC3)cc2c1	-0.2	1.2	-18	5	0.8	2	-2	-0.4	-75
29	O=C(NN1C(=O)C2C3C=CC(C4CC34)C2C1=O)c1ccccc1Cl (configuration not stated)	0.0	0.3	-10	9	1.9	-3	-5	0.5	-4
30	O=S(=O)(Nn1cnnc1)c1ccc2ccccc2c1	2.9	1.0	7	26	-1.0	1	-2	1.4	-11

# Single entries from the entries so far:
# S1P4 antag, entry 29 = -10
# S1P4 antag, entry 22 = -19

# Additional records.
no.	mol	TRPN1 ag	TRPML3 agonist	S1P4 antag	EP2 modulator	S1P4 agonist	BaF3 parental	Ba/F3 V617F tox	PERK inhibitor	Calpain2 inh
31	c1ccc(CCNc2nc(-c3ccccn3)nc3ccccc23)cc1	-1.2	0.1	-20	-32	0.5	9	58*	-1.5	-5
32	O=C(CN1CCN(c2nc(-c3ccccc3)cs2)CC1)NNC(=O)c1ccco1	0.5	0.9	4	-30	1.3	8	3	0.0	-2
33	O=C(NCc1ccco1)c1cnn2c1NC(c1ccc(Br)cc1)CC2C(F)(F)F (configuration not stated)	1.6	0.8	-4	-15	0.4	2	-4	-0.4	22
34	COc1ccc(NC(=S)Nc2ccccc2)cn1	-0.8	1.0	-18	13	4.5	7	2	0.3	-20
35	CC1SCC(=O)N(CC(=O)NCCc2ccccc2)C1=O (configuration not stated)	0.6	1.0	-3	6	-0.6	2	1	1.7	12
36	Cc1ccc(-n2c(SCC(=O)N3CCOCC3)nnc2-c2cccnc2)cc1C	0.4	0.4	-30	3	0.8	0	3	-1.4	-42
37	O=C(C1CC1)N1CCC(c2nc(-c3ccc(S(=O)(=O)NCC4CCCO4)cc3)no2)CC1 (configuration not stated)	7.6	2.0	-4	-32	-1.2	35*	5	-0.8	7
38	CCOCCCNS(=O)(=O)c1ccc(OC)c(Cl)c1Cl	-1.0	0.1	-10	-1	1.8	5	-1	0.0	-15
39	Cc1ccc(S(=O)(=O)N(C)C)cc1NC(=O)COC(=O)c1ccc2c(c1)OCCO2	2.1	1.3	-1	-24	-0.4	6	6	0.5	12
40	Cc1ccc(N=Cc2sc(O)c3ccccc23)cc1	13	8.0	-2	-7	-0.6	6	2	-0.5	21
41	CCOC(=O)Cn1nc(C)c(NC(=O)c2ccc(Cl)c([N+](=O)[O-])c2)c1C	-0.7	0.8	-6	0	2.5	8	1	0.8	-38
42	CCN(CC)S(=O)(=O)c1ccc(Cl)c(NC(=O)COC(=O)c2cc(-c3ccccc3Cl)nc3ccccc23)c1	1.0	0.5	-13	17	1.4	0	0	0.5	-18
43	CCCn1c(CN2CCN(c3cccc(Cl)c3)CC2)nc2c1c(=O)n(C)c(=O)n2C	5.4	0.6	-12	14	-0.5	9	-4	1.2	-38
44	Cc1ccc(NC(=O)N2CCC(C(=O)NCc3ccccc3)CC2)cc1	0.6	0.1	-9	25	-0.1	1	-2	0.9	-6
45	COc1ccc(C2CC(c3cccs3)=NN2c2nc(-c3ccccc3)cs2)cc1OC (configuration not stated)	0.5	0.2	-4	17	0.5	1	0	-0.2	-55
46	C#CCOc1ccc(/C=C2\SC(=S)N(Cc3cccnc3)C2=O)cc1	-0.3	0.5	-18	38	2.0	4	-6	1.0	-17
47	OCC1(Cc2cccc(F)c2)CCN(Cc2ccc3cccc(F)c3n2)CC1	0.5	0.3	-27	-65	1.1	0	-3	0.0	-30
48	CN1CCN(S(=O)(=O)c2ccc(-c3noc(C4CCN(S(C)(=O)=O)CC4)n3)cc2)CC1	0.7	1.1	13	-7	-0.3	4	-1	1.3	-27
49	CCC1(CC)C(=O)NC(=O)NC1=NCCc1c[nH]c2ccccc12	0.8	0.2	-6	-1	-0.5	5	-2	1.5	-29
50	Clc1ccc(Cn2cccc2C2=NCCO2)cc1	-0.7	-0.8	0	42	1.3	2	-2	1.6	16
51	COc1cccc(NC(=O)Nc2c(C)n(C)n(-c3ccccc3)c2=O)c1	-0.6	1.4	11	8	0.1	7	1	1.1	-12
52	CC(C)=C(NC(=O)c1ccccc1Br)C(=O)NCCc1nc2ccccc2[nH]1	0.5	0.5	0	-4	0.7	5	-5	0.4	-34
53	CCOC(=O)c1nn(-c2ccc(C)cc2)cc1O	-1.8	0.0	-6	14	2.9	3	-1	-0.9	-88
54	CCOC(=O)c1ccc(S(=O)(=O)N2CCN(CC3CC=CCC3)CC2)cc1 (configuration not stated)	-0.1	-0.5	-4	-34	0.1	1	-1	1.2	12
55	COc1ccccc1CN1C(=O)CCC1(C)C(=O)NC1CCCCCC1 (configuration not stated)	-0.4	0.5	-4	-6	-1.7	8	7	0.1	-53
56	O=C(c1cccs1)N1CCc2ccccc2C1	0.2	0.3	-7	-3	0.3	4	1	0.3	3
57	O=C(CCC(=O)Nc1ccccc1)N/N=C/c1ccco1	1.4	0.3	-7	31	0.4	2	-4	0.1	-15
58	Cc1cccc(NC(=O)CCc2ccc(S(=O)(=O)NC3CCCCC3)cc2)c1	0.1	-0.5	-15	4	-1.2	3	1	-0.8	-27
59	O=C(COc1cccc2cccnc12)N1CCc2ccccc2C1	-0.5	-0.8	1	-37	1.0	2	1	-1.5	8
60	O=C(Nc1nnc(-c2ccc3c(c2)CCCC3)o1)C1CCCCC1	0.9	0.1	-13	-6	1.3	4	-2	1.5	-8

# For convenience, 2 of the compounds above.
no.	mol	TRPN1 ag	TRPML3 agonist	S1P4 antag	EP2 modulator	S1P4 agonist	BaF3 parental	Ba/F3 V617F tox	PERK inhibitor	Calpain2 inh
46	C#CCOc1ccc(/C=C2\SC(=S)N(Cc3cccnc3)C2=O)cc1	-0.3	0.5	-18	38	2.0	4	-6	1.0	-17
47	OCC1(Cc2cccc(F)c2)CCN(Cc2ccc3cccc(F)c3n2)CC1	0.5	0.3	-27	-65	1.1	0	-3	0.0	-30

# (more compounds)
no.	mol	TRPN1 ag	TRPML3 agonist	S1P4 antag	EP2 modulator	S1P4 agonist	BaF3 parental	Ba/F3 V617F tox	PERK inhibitor	Calpain2 inh
61	CCCCCCSc1ncc(C#N)c(N)n1	-2.7	-1.4	-5	-6	1.6	5	2	0.9	-2
62	CN(C(=O)NC1CCCCC1)c1ccccc1	0.2	0.7	-17	6	0.6	11	3	1.3	-19
63	O=c1c(-c2ccc3c(c2)OCCO3)coc2c(CN3CCOCC3)c(O)ccc12	-0.5	0.9	-5	23	0.0	4	2	-0.2	i
64	COc1ccc(CNC(=O)COc2ccc([N+](=O)[O-])cc2)cc1	-0.4	-0.2	-13	-28	0.2	8	4	1.0	22
65	COC(=O)C1=C(C)Nc2nnnn2C1c1cccs1 (configuration not stated)	-1.4	-0.1	-3	24	0.0	5	0	0.2	-10
66	CCOc1ccc(C(C)=O)cc1CN1C(=O)NC2(CCCCC2C)C1=O (configuration not stated)	0.4	0.6	-1	4	-1.1	1	-2	-1.1	-2
67	Cc1ccccc1C(=O)NC(CC(C)C)C(=O)NN1C(=O)c2ccccc2C1=O (configuration not stated)	0.2	0.1	3	21	-1.0	5	0	0.8	-22
